Assay outcomes from PubChem BioAssay.
12-hLO inh: 12-hLO (ALOX12) enzyme inhibition | P18054 | purified 12-hLO, xylenol orange hydroperoxide absorbance | Potency, µM (series often up to 57.1 µM), inactives show at the top dose activity change, negative = inhibition, most hits filed as inhibitors | 0.12% of 150,000 active | AID 1452; note: potency is the fitted concentration of half-maximal effect; nearly all actives have a fitted effect of over 55% in size; many of its hits are not listed in these tables
Target sequence (P18054 whole entry, looked up): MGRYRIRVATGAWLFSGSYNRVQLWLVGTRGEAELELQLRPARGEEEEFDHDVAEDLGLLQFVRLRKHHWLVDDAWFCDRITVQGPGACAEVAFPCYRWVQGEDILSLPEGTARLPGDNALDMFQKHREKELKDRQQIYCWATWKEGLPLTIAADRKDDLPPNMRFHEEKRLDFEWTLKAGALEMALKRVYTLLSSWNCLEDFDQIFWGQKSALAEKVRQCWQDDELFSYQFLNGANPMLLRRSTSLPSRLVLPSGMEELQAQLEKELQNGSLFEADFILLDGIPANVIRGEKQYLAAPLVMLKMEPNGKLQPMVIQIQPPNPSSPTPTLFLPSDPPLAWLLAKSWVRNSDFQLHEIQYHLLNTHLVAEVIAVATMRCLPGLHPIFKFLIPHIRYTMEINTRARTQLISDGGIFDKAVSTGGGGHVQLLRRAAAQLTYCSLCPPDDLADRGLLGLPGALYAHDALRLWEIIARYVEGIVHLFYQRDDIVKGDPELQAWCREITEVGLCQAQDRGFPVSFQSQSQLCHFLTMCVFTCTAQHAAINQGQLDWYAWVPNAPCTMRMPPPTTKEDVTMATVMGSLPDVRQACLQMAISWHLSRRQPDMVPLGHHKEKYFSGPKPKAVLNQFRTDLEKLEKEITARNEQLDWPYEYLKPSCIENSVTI
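Purified human 12hLO (150 nM), preincubated 15 min with compound, then 40 uM arachidonic acid for 30 min, room temperature, Hepes pH 7.0 with 0.01% Triton X-100. Hydroperoxide detected by ferrous iron/xylenol orange; 573/405 nm absorbance ratio gives reaction progress.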
ALOX15B inhib: 15-hLO-2 (ALOX15B) enzyme inhibition | O15296 | purified 15hLO-2, xylenol orange hydroperoxide absorbance | Potency, µM (series often up to 57.1 µM), inactives show at the highest dose activity change, negative = inhibition, actives largely listed as inhibitors | 0.56% of 110,000 active | AID 881; note: potency is the fitted concentration of half-maximal effect; nearly all actives have a fitted effect of over 60% in size; many of its hits are not listed in these tables
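Screening format was qHTS against 50 nM purified 15hLO-2 in Hepes pH 7.5 with detergent. Activity follows hydroperoxide formation from 45 uM arachidonic acid, measured as 573:405 nm absorbance ratio of the ferric-xylenol orange complex.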
PNC inhibitor: perinucleolar compartment assembly inhibition | PC3M PTB-GFP, PNC prevalence imaging, 16 h; active compounds read low | AID 2417 | 3.1% of 140,000 active | activity change (PNC), negative = inhibition, % at 10 µM;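 active = readout at or below -70, meaning at least 70% loss of cells showing the perinucleolar compartment, a nuclear body marking cancer cells; inconclusive = readout between -30 and a set limit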;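 note: plate controls were DMSO wells for no effect and camptothecin positive control wells for full effect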
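PC3M cells stably expressing PTB-GFP, 750–1000 cells/well, treated 16 h at 37 °C with compound (23 nl of library stock), in duplicate. After paraformaldehyde fixation and Hoechst stain, imaged at 20x; PNC prevalence scored by image analysis.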
IMPase cell inh: IMPase inhibition in cells; AID 901; inhibition (IP1 accumulation), % at 46.1 µM; P97697; 120,000 tested, under 10 active; CHO-M1 cells, IP1 accumulation, HTRF TR-FRET ratio; active = well fitted curve in the direction sought with a large enough effect in the signal ratio, not every such curve was filed as active; inconclusive = small, poorly fitted or top-dose-only effect, or a change in a side signal; inactive = no such curve, though single readings can be large or run the other way; the % refers to the signal ratio;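 note: cells stimulated with carbachol in lithium chloride buffer; plate controls were DMSO basal wells for no effect and reference inhibitor wells for full effect; higher means more IMPase inhibition seen as more IP1 and lower FRET ratio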
Target sequence (P97697 whole entry, looked up): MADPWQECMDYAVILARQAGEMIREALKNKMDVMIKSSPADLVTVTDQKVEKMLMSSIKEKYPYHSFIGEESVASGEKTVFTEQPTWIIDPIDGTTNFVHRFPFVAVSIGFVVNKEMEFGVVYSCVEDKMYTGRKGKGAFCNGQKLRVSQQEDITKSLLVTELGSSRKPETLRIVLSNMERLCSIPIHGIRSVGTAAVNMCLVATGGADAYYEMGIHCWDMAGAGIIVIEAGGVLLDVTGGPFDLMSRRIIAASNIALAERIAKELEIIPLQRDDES
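The IP-One HTRF competitive assay in carbachol-stimulated CHO-M1 cells quantifies cellular IP1. Compounds spanned up to 46 uM final, and activity is expressed as AC50 from concentration-response fits of the ratio and donor data.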
* hit, by the source's call; ? = inconclusive; / = not tested or not shown; [ ] = remark or other dose. Unless noted, calls come from the whole dose curve; as a rule, active = well fitted curve in the direction sought with a large enough effect; inconclusive = small, poorly fitted or top-dose-only effect, or another doubt; inactive = no such curve, though single readings can be large; an effect the other way counts as inactive or inconclusive. Unless noted, % is set by controls: 0 for no effect and ±100 for the full control effect. Only part of the results is shown; the hit share may differ from the screen's.

12-hLO inh,ALOX15B inhib,structure,PNC inhibitor,IMPase cell inh
-2%,/,C=CCN1C(=O)NC(c2ccccc2)(C(F)(F)F)S/C1=C(\C#N)c1nnc(N2CCOCC2)n1-c1ccccc1 (stereo unspecified),32,/
-3%,0%,O=S(=O)(NCc1ccccc1Br)c1cccs1,?,4
5%,6%,C/C(CC(=O)Nc1cccc2c1CCCC2)=N\NC(=O)c1ccccc1N,61,5
3%,9%,Nc1nnnn1/N=C/c1cccc(Oc2ccccc2)c1,-24,6
3%,-5%,CCOC(=O)CN1C(=O)NC(C)(c2ccc(OC(F)F)cc2)C1=O (stereo unspecified),-13,-2
1%,2%,CN(C)c1cccc(C(=O)Nc2ccc3nc4n(c(=O)c3c2)CCCCC4)c1,?,-1
3%,/,COc1ccc(C2=CC(=O)OC(C)(c3ccccc3)O2)cc1 (stereo unspecified),21,/
4%,-6%,CCOC(=O)N1CCN(C(=O)c2ccc(N(Cc3ccc(C)cc3)S(C)(=O)=O)cc2)CC1,?,-2
2%,/,O=C(Cc1ccccc1)Nc1ccc(C(=O)O)cc1,-6,-4
0%,/,CCOC(=O)c1c(NC(=O)CSc2nnc(N)s2)sc(C)c1-c1ccc(C)cc1,10,3
0%,4%,CCCOc1cccc(-c2nnc(N)s2)c1,28,-7
1%,4%,O=c1cc(N2CCOCC2)[nH]c(=O)n1Cc1ccc(F)cc1,?,7
0%,/,CSc1c(CC(=O)Nc2ccccc2C(F)(F)F)n(Cc2ccccc2)c2ccccc12,-106*,/
-4%,/,CCCCCCCNC(=O)c1ccc(N2CCC3(CC2)OCCO3)c([N+](=O)[O-])c1,-119*,7
3%,/,OCCNC(=S)Nc1ccc(Cl)c(Cl)c1,8,/
-13%,/,CN(C)c1ccc(-c2nc3ccccn3c2/N=C/c2ccc(Br)cc2)cc1,-112*,/
-3%,0%,CC1CCC(NC(=O)Cn2ncc3ccccc32)CC1 (stereo unspecified),?,-8
-2%,/,COCCn1c(C)cc(C(=O)CSc2nc3nc(C)cc(C)n3n2)c1C,26,/
-2%,-6%,CCC(C)NC(=O)CO/N=C/c1ccc(C(=O)OC)cc1 (stereo unspecified),14,-3
1%,/,COC(=O)/C=C/c1ccsc1NC(C)=O,20,/
2%,/,c1ccc2c(N3CCCC3)nc(-c3ccncc3)nc2c1,84,10
?,0%,Cc1cc(Cl)ccc1OC(C)C(=O)N1CCCN(C(=O)C(C)Oc2ccc(Cl)cc2C)CC1 (stereo unspecified),45,5
-24%,-30%,COc1ccc(/C=C2\NC(=S)N(CC3CCCO3)C2=O)c(OC)c1 (stereo unspecified),45,7
-1%,/,O=Cc1c(C(=O)O)n(CC(=O)O)c2ccccc12,?,-6
0%,3%,CCCCCOC(=O)Nc1nnc(CCC)s1,?,7
-17%,5%,O=C(CSc1nccn1-c1ccccc1)Nc1ccc2c(c1)OCO2,-21,0
2%,-7%,COc1ccc(/C=C/c2c([N+](=O)[O-])c(=O)n(C)c(=O)n2C)cc1O,0,2
2%,/,CCN(C(=O)CSc1cc(-c2ccccc2)c2ccc(OC)cc2n1)C1CCS(=O)(=O)C1 (stereo unspecified),12,-5
3%,-11%,CCOC(=O)C(C)Sc1nnc(Cn2c(=O)sc3ccccc32)n1-c1ccccc1 (stereo unspecified),8,6
5%,-21%,CC1=NN(c2ccccc2)C(=O)C1(C)C,117,3
-2%,-7%,COc1cccc2c1N1C(=O)c3c(C(=O)O)cccc3C1CC2(C)C (stereo unspecified),22,9
0%,-5%,CC(C)NS(=O)(=O)c1ccc(N2C(=O)c3ccccc3C2=O)cc1,-22,2
0%,/,O=c1nc2n(c3ccc(Br)cc13)CCS2,39,6[0.369 µM]
-6%,7%,FC(F)(F)c1ccccc1-c1cc(N2CCNCC2)ncn1,/,/
-1%,-6%[2.29 µM],CCC(=NC(C)c1ccccc1)c1c(O)n(C)c(=O)n(C)c1=O (stereo unspecified),?,12
0%,-1%,CCOC(=O)c1cnc(SC)nc1Oc1cccc(NS(=O)(=O)c2ccc(F)cc2)c1,-10,3
-5%,-9%,COCCn1cnnc1SCC(=O)Nc1ccccc1C(=O)Nc1ccc2c(c1)OCO2,7,12
2%,9%,CS(=O)(=O)N1CCCC(C(=O)NCc2ccccn2)C1 (stereo unspecified),-110*,-5
0%,13%,NC(N)=Nc1nc(CSCC/C(N)=N\S(N)(=O)=O)cs1,/,/
-5%,/,CC(C)Cn1c(/C=C/c2ccco2)nc2ccccc21,6,/
-2%,0%,CC1(c2ccc3c(c2)OCO3)NC(=O)N(CC(=O)Nc2ccc(N3CCOCC3)cc2)C1=O (stereo unspecified),?,-8
-11%,48%[activator],CCN1CCN(c2nc3ccccc3nc2C(C#N)C(=O)OC2CCCCC2)CC1 (stereo unspecified),45,-1
0%,7%,COCCNC(=O)c1ccc(Cn2c(=S)[nH]c3cc4c(cc3c2=O)OCO4)cc1,?,1
-2%,-8%,C=CCn1c(C)cc(C(=O)CSc2nnc(Cc3ccccc3)o2)c1C,34,0
2%,/,Cc1nc(/C=C/c2ccccc2)[nH]c(=O)c1-c1ccccc1,5,/
20%,/,CCSc1ccc(C(=O)Nc2cccc(C)n2)cc1[N+](=O)[O-],16,/
1%,-4%,O=C(Nc1cccnc1)c1cc(-c2ccc(Br)cc2)on1,1,20
0%,-16%,O=C(Nc1sc2c(c1C(=O)O)CCC2)c1ccccc1,-11,1

Some entries already given with just 12-hLO inh, ALOX15B inhib and PNC inhibitor.
structure | 12-hLO inh | ALOX15B inhib | PNC inhibitor
CC1(c2ccc3c(c2)OCO3)NC(=O)N(CC(=O)Nc2ccc(N3CCOCC3)cc2)C1=O (stereo unspecified) | -2% | 0% | ?
CC(C)Cn1c(/C=C/c2ccco2)nc2ccccc21 | -5% | / | 6
O=C(Nc1sc2c(c1C(=O)O)CCC2)c1ccccc1 | 0% | -16% | -11
CCN1CCN(c2nc3ccccc3nc2C(C#N)C(=O)OC2CCCCC2)CC1 (stereo unspecified) | -11% | 48%[activator] | 45

Later entries:
12-hLO inh,ALOX15B inhib,structure,PNC inhibitor,IMPase cell inh
-14%,0%,Cc1c(O)ccc(C(=O)COc2ccc(F)cc2)c1O,-21,6
-28%,20%,Cc1ccc(-c2nc(N/N=C/c3cccnc3)c3ccccc3n2)cc1,-2,0
3%,-7%,Cc1ccc(N(C(=O)CC2NC(=O)NC2=O)C2(C(=O)NC3CCCC3)CCCCC2)cc1 (stereo unspecified),29,-5
-7%,-3%,Cc1ccc(CNc2nc3ccccc3n3nnnc23)cc1,?,7
-19%,-4%,CC1CC(N(C(=O)c2ccc(Cl)cc2)c2ccccc2)c2ccccc2N1C(=O)c1ccco1 (stereo unspecified),-12,4
6%,6%,COc1cc2c(cc1OC)C(=O)OC2,/,/
-5%,/,Cc1ccc(NC(=O)COC(=O)Cc2csc(-c3ccc(Cl)cc3)n2)cc1C,3,/
0%,-1%,Cc1nn(C)c(C)c1S(=O)(=O)NC1CCCc2ccccc21 (stereo unspecified),-7,-13
1%,/,CCCn1nc(NS(=O)(=O)c2ccccc2)c2cc3cc(C)ccc3nc21,10,/
-25%,?,Cc1ccc2c(c1)C1CCCC3C1N2CC(=O)N3Cc1ccccc1 (stereo unspecified),?,1
-3%,-16%,CC1CN/C(=C\C(=O)c2ccccc2)C(=O)N1 (stereo unspecified),4,3
3%,/,Cc1c(O)c(=O)ccn1C,?,/
-4%,-9%,COc1ccc(CNc2oc(COc3ccccc3)nc2C#N)cc1,39,4
-6%,/,O=C1NCCCC1C(=O)N/N=C/c1ccccc1O (stereo unspecified),21,3
2%,-2%,CCOC(=O)Cn1c(=O)n(C2CCCC2)c(=O)c2ccccc21,25,1
7%,/,Cc1cc2cc3c(N)[nH]nc3nc2cc1C,65,4
2%,/,Cc1cc(C)c(C#N)c(SCc2ccccc2[N+](=O)[O-])n1,25,/
1%,10%,O=C(Nc1cccc(-c2cn3cccnc3n2)c1)c1ccco1,1,-8
-2%[11.4 µM],-4%[11.4 µM],S=C(Nc1ccc2c(c1)Cc1ccccc1-2)Nc1ccc2c(c1)Cc1ccccc1-2,/,/
-1%,/,CCOC(=O)CC(NC(=O)Cc1ccccc1)c1ccccc1Cl (stereo unspecified),-11,/
-5%,/,CC(C)Oc1cccc(C(=O)NC(=S)NCc2cccnc2)c1,6,/
5%,-2%,O=C(Nc1cccnc1Cl)c1cccnc1Cl,?,2
2%,/,Cc1nn(-c2ccccc2)c(C)c1/C=N/NC(=O)CSc1nnc(SCc2cccc3ccccc23)s1,-9,/
-4%,-4%,CCNC(=S)NNC(=O)Cn1nc(C)cc1C,5,-1
2%,14%,O=C(Nc1cccnc1)c1ccc(CN2CCc3ccccc3C2)cc1,15,1
-18%,/,Cc1cc(C)c2nc(NNC(=O)c3ccc(S(=O)(=O)N4CCCCC4)cc3)sc2c1,46,/
-18%,/,O=C1CSC(=S)N1/N=C/C=C/c1ccccc1,26,/
-12%,0%,Cc1ccc(NS(=O)(=O)c2ccc(NC(=O)c3cccs3)cc2)cc1,26,1
-10%,-8%,CCOC(=O)c1c(C)c(C(=O)Nc2cc(OC)ccc2OC)c(C)n1CC,?,5
-15%,-28%,CCOc1ccc2nc(SC3CC(=O)N(c4ccc(C)cc4)C3=O)sc2c1 (stereo unspecified),3,2
2%,/,COc1ccc(-n2c(=O)c3c4c(sc3n(CC(=O)NCc3ccco3)c2=O)CCC4)c(OC)c1,357,-5
-2%,-22%,Cc1ccc(S(=O)(=O)Oc2cccc(N3C(=O)C4CC=CCC4C3=O)c2)cc1 (stereo unspecified),-23,4
0%,-4%,COc1ccc(-n2nc3ccc(NS(C)(=O)=O)cc3n2)cc1Cl,20,-23
-2%,/,Cc1cccc(NC(=S)N(CCCN2CCOCC2)Cc2cn(C)c3ccccc23)c1,?,4
-3%,34%[activator],COc1ccc(OCCn2cc(/C(N)=N/O)c3ccccc32)cc1,80,0
-7%,/,COc1ccc(N=Cc2cc3c(cc2O)OC(N)=C(C#N)C3c2ccccc2)cc1 (stereo unspecified),-21,3

A different layout for some results above.
Every second line gives: 12-hLO inh	ALOX15B inhib	PNC inhibitor	IMPase cell inh
> Cc1cc(C)c2nc(NNC(=O)c3ccc(S(=O)(=O)N4CCCCC4)cc3)sc2c1
    -18%	/	46	/
> Cc1ccc(NS(=O)(=O)c2ccc(NC(=O)c3cccs3)cc2)cc1
    -12%	0%	26	1
> COc1ccc(N=Cc2cc3c(cc2O)OC(N)=C(C#N)C3c2ccccc2)cc1 (stereo unspecified)
    -7%	/	-21	3

(listing goes on)
12-hLO inh,ALOX15B inhib,structure,PNC inhibitor,IMPase cell inh
-2%,/,CC(/C=N\NC(=O)CN1CCN(Cc2ccccc2)CC1)=C\c1ccco1,9,6
-6%,/,COc1ccc(/C=N/NC(=O)CCSc2nc3ccccc3s2)cc1,?,-5
-6%,/,CC1(C)OC2OC(C(=O)N/N=C/c3cc(Br)ccc3O)C3OC(C)(C)OC3C2O1 (stereo unspecified),?,/
-3%,?,N#CCSc1ccsc1C(=O)Nc1ccc(F)cc1,26,2
-2%,8%,COc1ccc(/C=N/NC(=O)c2cc(-c3ccc(C)cc3C)nc3ccccc23)cc1COC(C)=O,-1,3
1%,5%,CCOC(=O)c1c(C)c(C(=O)N2CCCCCC2)c(C)n1CC,23,-3
1%,-13%,COc1ccc(NC(=O)Cn2nnc(C(=O)NCCc3ccc(OC)c(OC)c3)c2N)cc1,14,8
-10%,-6%,O=C1C2=C(c3ccccc31)[N+](=O)C1CCCCC1N2[O-] (stereo unspecified),?,7
3%,-7%,CCCN(CCO)Cc1ccc(F)c(Br)c1,2,3
4%,54%[activator],CC1(C)C2CCC1(C)C(OC(=O)CCn1ccnc1)C2 (stereo unspecified),?,15
-3%,/,Cc1cc(Cl)c(S(=O)(=O)NC(C)C)cc1OCC(N)=O,?,/
-3%,/,Cc1cc(/C=C2/C(=O)NN(c3ccccc3)C2=O)c(C)n1-c1ccc(O)cc1,91,/
-3%,/,COc1ccc(/C=N/N2CCOCC2)cc1COc1ccc(Cl)cc1,-111*,/
